GCN5L2 inh – blocks human GCN5L2 histone acetyltransferase. GCN5L2 HAT assay, ThioGlo1 CoA-SH fluorescence. Potency, µM (highest dose often 58.9 µM), without a hit: top-dose activity change, negative = inhibition, actives largely listed as inhibitors. 390,000 tested, 0.21% active. AID 504327
Target sequence (Q92830 whole entry, looked up): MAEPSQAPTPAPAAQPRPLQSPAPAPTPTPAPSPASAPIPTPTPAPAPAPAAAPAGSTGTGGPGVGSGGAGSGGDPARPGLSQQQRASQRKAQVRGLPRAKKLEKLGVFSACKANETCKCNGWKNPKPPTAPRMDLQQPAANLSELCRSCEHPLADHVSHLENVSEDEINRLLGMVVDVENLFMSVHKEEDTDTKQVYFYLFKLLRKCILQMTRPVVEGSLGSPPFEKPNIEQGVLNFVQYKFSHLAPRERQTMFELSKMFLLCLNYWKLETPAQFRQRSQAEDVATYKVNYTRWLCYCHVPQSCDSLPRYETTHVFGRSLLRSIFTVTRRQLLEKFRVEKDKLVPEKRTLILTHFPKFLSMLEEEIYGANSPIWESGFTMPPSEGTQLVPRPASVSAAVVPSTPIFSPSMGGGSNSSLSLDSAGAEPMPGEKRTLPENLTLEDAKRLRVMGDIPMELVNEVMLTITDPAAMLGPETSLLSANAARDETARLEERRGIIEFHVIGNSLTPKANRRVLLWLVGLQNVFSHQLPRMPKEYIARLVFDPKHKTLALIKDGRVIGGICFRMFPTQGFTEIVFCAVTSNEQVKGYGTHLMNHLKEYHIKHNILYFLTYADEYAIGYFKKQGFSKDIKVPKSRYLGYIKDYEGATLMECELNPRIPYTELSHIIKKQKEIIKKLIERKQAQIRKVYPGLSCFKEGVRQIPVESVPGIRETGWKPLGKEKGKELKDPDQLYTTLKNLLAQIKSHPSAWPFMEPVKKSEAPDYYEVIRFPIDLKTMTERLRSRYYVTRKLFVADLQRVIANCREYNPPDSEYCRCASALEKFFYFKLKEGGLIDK
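GCN5L2 (20 nM) in 50mM HEPES pH 7.5, 0.1mM EDTA, 0.01% Tween-20 preincubated 15 min with compounds at room temperature. Reaction started with H3(1-25) 75uM, acetyl-CoA 70uM, ThioGlo1 50uM; CoA-thiol fluorescence (Ex340/Em540) read at 0 and 20 min.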
DT40 TDP1 CPT – growth inhibition of DT40 Tdp1-/-;hTDP1 cells with camptothecin (screen for TDP1 inhibitors); 420,000 tested, 12% active; chicken DT40 Tdp1-/-;hTDP1 cells + 20 nM CPT, ATP luminescence, 48 h; Potency, µM (titrated, usually from 46.2 µM), for inactives: at the top dose activity change, negative = growth inhibition, usual class: inhibitors; also: nearly all actives have a fitted effect of over 55% in size
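Chicken DT40 Tdp1-/- cells complemented with human TDP1, 400 cells/well, exposed to compounds plus 20 nM camptothecin for at least 48 h at 37 C; viability read as ATP content by CellTiter-Glo luminescence.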
FEN1 inhibitor – human FEN1 inhibition. P39748. Recombinant FEN1 flap cleavage, fluorescence, 15 min. Potency, µM (top dose mostly 114 µM), without a hit: at the highest dose activity change, negative = inhibition, most hits filed as inhibitors. 390,000 tested, 0.35% active. AID 588795; also: nearly all actives have a fitted effect of over 65% in size
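In this screen, 50 nM flap DNA substrate was added to 10 nM FEN1 pretreated with compound for 15 min at room temperature; cleavage was followed with reads at 0 and 15 min, and Hill fitting gave concentration–response parameters.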
Starred values were filed as active, the others as inactive; ? = inconclusive; . = no result given; & = joins results of further samples; [ ] = remark or other dose. Calls follow the shape of the dose curve; as a rule, active = well fitted curve in the direction sought with a large enough effect; inconclusive = small, poorly fitted or top-dose-only effect, or another doubt; inactive = no such curve, though single readings can be large; an effect the other way counts as inactive or inconclusive. % is scaled to controls: 0 for no effect and ±100 for the full control effect; potency is read from the fitted curve at half-maximal effect.

molecule | DT40 TDP1 CPT | GCN5L2 inh | FEN1 inhibitor
CN1C(=O)N(C)C(=O)C2(Cc3cc(N)ccc3N3CCN(c4ccccc4F)CC32)C1=O (stereo not given) | . | -1% | .
Clc1ccc(CC[C@H](Cn2ccnc2)Sc2c(Cl)cccc2Cl)cc1 | . | -18%[21.4 µM] | .
CCCCOCN(C(=O)CCl)c1c(CC)cccc1CC | . | -17% | .
CCN1C[C@@]2(COC)CC[C@H](O)[C@@]34[C@@H]2C[C@@H]([C@@H]13)[C@]1(O)C[C@@H](OC)C2C[C@H]4[C@H]1[C@H]2OC(C)=O | . | 10%[21.4 µM] | .
COc1ccc2c(c1)C13CCCCC1C(C2)N(C)CC3 (stereo not given) | . | -9% | .
CCCCCCC(=O)OC1CC(C)(C)NC(C)(C)C1 | . | -29%&43%&5% | .
Nc1ccc(-c2ccc(N)c(N)c2)cc1N | . | -7% | .
CN1CC[C@]2(c3cccc(O)c3)Cc3nc4ccccc4cc3C[C@H]2C1 | . | -2% | .

Following part
molecule | DT40 TDP1 CPT | GCN5L2 inh | FEN1 inhibitor
C[C@H]1CC[C@@H]2[C@@H](C)[C@H]3C(C[C@H]4C5CC[C@H]6C[C@@H](O)CC[C@]6(C)C5CC[C@]34C)N2C1 (stereo not given in full) | . | . | 18%
CC(C)(OOC1(c2ccccc2)NC(=O)c2ccccc21)c1ccccc1 (stereo not given) | ? | . | .
CCOC(=O)[C@]12Cc3c(cc(OC)c(OC)c3OC)[C@H]1N(C(C)C)C(=O)c1ccccc12 | 23µM* | . | .
CCCCn1nnnc1C(CCSC)N1CCC(n2c(=O)[nH]c3ccccc32)CC1 (stereo not given) | 12µM* | . | .
CC(C)(C)n1nnnc1C(C1CC1)N1CCC(n2c(=O)[nH]c3ccccc32)CC1 (stereo not given) | ? | . | .
COc1ccc(C(c2nnnn2-c2ccc3c(c2)OCCO3)N2CCC(n3c(=O)[nH]c4ccccc43)CC2)cc1 (stereo not given) | ? | . | .
Cc1cccc(C(O)c2ncc(-c3ccccc3Cl)[nH]2)c1C (stereo not given) | ? | . | .
O=c1[nH]c2ccccc2n1C1CCN(C(c2cccc3ccccc23)c2nnnn2-c2ccc3c(c2)OCCO3)CC1 (stereo not given) | 4.6µM* | . | .

Remaining list, next part
molecule | DT40 TDP1 CPT | GCN5L2 inh | FEN1 inhibitor
CCCC1(CC(C)CC)C(=O)NC(=O)NC1=O (stereo not given) | -9% | . | .
CSCCC(c1nnnn1C(C)(C)C)N1CCC2(CC1)C(=O)NCN2c1ccccc1 (stereo not given) | ? | . | .
CCCCCCCCN1C(=O)[C@H](CC(=O)NCCCC)C[C@@]2(C(=O)OCC)CCCC=C12 | 9.2µM* | . | .
COC(=O)C1=C(c2ccc(OCc3ccccc3)cc2)C[C@@H]2CC[C@H]1N2C(=O)NCc1ccc(Cl)cc1 | ? | . | .
CC(=O)O[C@H]1C[C@H](O[C@H]2[C@@H](O)C[C@H](O[C@H]3[C@@H](O)C[C@H](O[C@H]4CC[C@@]5(C)[C@H](CC[C@@H]6[C@@H]5C[C@@H](O)[C@]5(C)[C@@H](C7=CC(=O)OC7)CC[C@]65O)C4)O[C@@H]3C)O[C@@H]2C)O[C@H](C)[C@H]1O[C@@H]1O[C@H](CO)[C@@H](O)[C@H](O)[C@H]1O | 0.38µM* | . | .
O=C1C=C2c3ccccc3CC(C(=O)O)C2CC1 (stereo not given) | -1% | . | .
CCCCC(=O)OCC(=O)[C@H]1[C@H](C)C[C@H]2[C@@H]3C[C@H](F)C4=CC(=O)C=C[C@]4(C)[C@@]3(F)[C@@H](O)C[C@@]21C | ? | . | .
CCOCCOC(C)=O | 6%[92.5 µM] | . | .

Remaining list, next part.
molecule | DT40 TDP1 CPT | GCN5L2 inh | FEN1 inhibitor
S=C(Nc1ccccc1)Nc1ccccn1 | ? | . | .
CCCCCN1C(=O)c2ccccc2[C@@]2(C(=O)OCC)Cc3cc(OC)ccc3[C@@H]12 | 7.3µM* | . | .
C[C@]12CC[C@H]3[C@@H](CCC4=CC(=O)CC[C@@]43C)[C@@H]1CC[C@@H]2OC(=O)CCc1ccccc1 | -13%[92.5 µM] | . | .
CCC(=O)O[C@@H]1CC(=O)O[C@H](C)C/C=C/C=C/[C@H](O)[C@H](C)C[C@H](CC=O)[C@H](O[C@@H]2O[C@H](C)[C@@H](O[C@H]3C[C@@](C)(O)[C@@H](OC(=O)CC)[C@H](C)O3)[C@H](N(C)C)[C@H]2O)[C@H]1OC | ? | . | .
CCC(c1nnnn1-c1ccc(OC)cc1)N1CCC2(CC1)C(=O)NCN2c1ccccc1 (stereo not given) | ? | . | .
C[C@@H]1CN([C@@H](C)CO)C(=O)CCCn2nncc2CO[C@@H]1CN(C)C(=O)Oc1ccccc1 | -5% | . | .
CSCCC(c1nnnn1Cc1ccccc1)N1CCC(n2c(=O)[nH]c3ccccc32)CC1 (stereo not given) | 2.9µM* | . | .
COc1ccc2c3c1O[C@H]1[C@@H](O)C=C[C@H]4[C@@H](C2)NCC[C@@]341 | -7%[92.5 µM] | . | .

Quoted from the entries so far, 2 compounds:
molecule | DT40 TDP1 CPT | GCN5L2 inh | FEN1 inhibitor
CN1C(=O)N(C)C(=O)C2(Cc3cc(N)ccc3N3CCN(c4ccccc4F)CC32)C1=O (stereo not given) | . | -1% | .
Clc1ccc(CC[C@H](Cn2ccnc2)Sc2c(Cl)cccc2Cl)cc1 | . | -18%[21.4 µM] | .

More compounds follow.
molecule | DT40 TDP1 CPT | GCN5L2 inh | FEN1 inhibitor
CN1CC[C@H](c2c(O)cc(O)c3c(=O)cc(-c4ccccc4Cl)oc23)[C@H](O)C1 | 0.094µM* | . | .
CCCCC[C@@H]1CCCCC[C@H](O)C[C@H](O)[C@@H](O)/C=C/C(=O)O1 | ? | . | .
O=S(=O)(c1cccc(C(F)(F)F)c1)N1Cc2ccccc2-n2nncc2C1 | 23µM* | . | .
O=C1NCN(c2ccccc2)C12CCN(C(c1ccnc3ccccc13)c1nnnn1Cc1ccccc1)CC2 (stereo not given) | ? | . | .
O=C(N[C@@H]1N=C(c2ccccc2F)c2cccc3c2N(CC3)C1=O)c1cc2ccccc2[nH]1 | -15% | . | .
Clc1ccccc1CNCCc1c[nH]c2ccccc12 | -24% | . | .
COC(=O)[C@@H]1N=C(c2ccc(OC)cc2)O[C@]12C(=O)N(Cc1ccc(OC)cc1)c1ccccc12 | 18µM* | . | .
Cc1cc(-c2nnn(CCCOC(C)(C)C)c2C)ccc1-c1cn(CCCOC(C)(C)C)nn1 | 8.2µM* | . | .

The results go on:
molecule | DT40 TDP1 CPT | GCN5L2 inh | FEN1 inhibitor
CCCCC1C(=O)NC(=O)N(C2CCCCC2)C1=O (stereo not given) | ? | . | .
N#CC12CC(=O)N1Cc1cnnn1-c1ccccc12 (stereo not given) | 17% | . | .
CC(C)(C)NC(=S)N1Cc2ccccc2-n2nncc2C1 | -17% | . | .
COc1ccc(-c2ccc3c(c2)CN(c2cccc(Cl)c2)Cc2cnnn2-3)cc1 | ? | . | .
CCN(c1ccccc1)S(=O)(=O)c1ccc(C(=O)NC2CCCCC2)cc1 | ? | . | .
CC(Cc1ccc2c(c1)OCO2)NO (stereo not given) | -2%[92.5 µM] | . | .
C[C@H]1CN([C@@H](C)CO)C(=O)c2cc(-c3cccnc3)cnc2O[C@H]1CN(C)Cc1ccc(Oc2ccccc2)cc1 | ? | . | .
CCOC(=O)C1=C[C@@H](OC(CC)CC)[C@H](NC(C)=O)[C@@H](N)C1 | -3% | . | .

Rewritten with values under each structure: 13 of the compounds above.
Values in the order: DT40 TDP1 CPT, GCN5L2 inh, FEN1 inhibitor
O=S(=O)(c1cccc(C(F)(F)F)c1)N1Cc2ccccc2-n2nncc2C1
  23µM*, ., .
O=C1NCN(c2ccccc2)C12CCN(C(c1ccnc3ccccc13)c1nnnn1Cc1ccccc1)CC2 (stereo not given)
  ?, ., .
O=C(N[C@@H]1N=C(c2ccccc2F)c2cccc3c2N(CC3)C1=O)c1cc2ccccc2[nH]1
  -15%, ., .
Clc1ccccc1CNCCc1c[nH]c2ccccc12
  -24%, ., .
COC(=O)[C@@H]1N=C(c2ccc(OC)cc2)O[C@]12C(=O)N(Cc1ccc(OC)cc1)c1ccccc12
  18µM*, ., .
Cc1cc(-c2nnn(CCCOC(C)(C)C)c2C)ccc1-c1cn(CCCOC(C)(C)C)nn1
  8.2µM*, ., .
CCCCC1C(=O)NC(=O)N(C2CCCCC2)C1=O (stereo not given)
  ?, ., .
N#CC12CC(=O)N1Cc1cnnn1-c1ccccc12 (stereo not given)
  17%, ., .
CC(C)(C)NC(=S)N1Cc2ccccc2-n2nncc2C1
  -17%, ., .
COc1ccc(-c2ccc3c(c2)CN(c2cccc(Cl)c2)Cc2cnnn2-3)cc1
  ?, ., .
CCN(c1ccccc1)S(=O)(=O)c1ccc(C(=O)NC2CCCCC2)cc1
  ?, ., .
CC(Cc1ccc2c(c1)OCO2)NO (stereo not given)
  -2%[92.5 µM], ., .
C[C@H]1CN([C@@H](C)CO)C(=O)c2cc(-c3cccnc3)cnc2O[C@H]1CN(C)Cc1ccc(Oc2ccccc2)cc1
  ?, ., .

New compounds follow:
molecule | DT40 TDP1 CPT | GCN5L2 inh | FEN1 inhibitor
C[C@@H]1CN([C@H](C)CO)C(=O)CCCn2cc(nn2)CO[C@H]1CN(C)C(=O)Oc1cccc2ccccc12 | 11% | . | .
NN=C1C(Cl)=C(Cl)C(Cl)=C1Cl | ? | . | .
N#Cc1ccc(CN2Cc3ccccc3-n3nncc3C2)cc1 | ? | . | .
COc1ccc(S(=O)(=O)N(C)C[C@H]2OCCCC[C@@H](C)Oc3ccc(N(C)C)cc3C(=O)N([C@H](C)CO)C[C@@H]2C)cc1 | ? | . | .
CCOC(=O)[C@]12Cc3cc(OC)ccc3[C@H]1N(C(C)C)C(=O)c1cc(OC)ccc12 | 21µM* | . | .
O=C1NCN(c2ccccc2)C12CCN(C(c1cccs1)c1nnnn1-c1ccc3c(c1)OCCO3)CC2 (stereo not given) | 18µM* | . | .
COc1ccc(OC(=O)N(C)C[C@@H]2OCc3ccccc3-c3c(n(C)c4ccccc34)C(=O)N([C@H](C)CO)C[C@@H]2C)cc1 | 6% | . | .
COc1cc2nc(N(C)C)c(CNCCc3c[nH]c4ccccc34)cc2c(OC)c1OC | 6%[9.04 µM] | . | .

Carrying on.
molecule | DT40 TDP1 CPT | GCN5L2 inh | FEN1 inhibitor
CNC(=O)C[C@H]1CC[C@@H]2NC[C@H](O)COC[C@H]2O1 | 6% | . | .
O=c1[nH]c2ccccc2n1C1CCN(C(c2cc3ccccc3o2)c2nnnn2-c2ccc3c(c2)OCCO3)CC1 (stereo not given) | ? | . | .
O=C1C=C2C=C[C@@H]3C[C@@]2(O1)[C@H]1CCCCN31 | 12µM* | . | .
Cc1ccc(-n2c(=S)[nH]c3ccccc3c2=O)cc1C | -17% | . | .

Bioassay records as filed in PubChem.

A portion of the library; count on the stated rates, not on these rows.
